# Assay outcomes deposited in PubChem BioAssay by The Scripps Research Institute Molecular Screening Center.
# TDP2 absorb: TDP2 (human) inhibition, absorbance primary screen; 370,000 compounds, 0.34% hits; inhibition, % at 12.8 µM; recombinant TDP2, T5PNP hydrolysis, p-nitrophenol absorbance 415 nm; AID 720702;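 active = inhibition above the mean of all tested compounds plus 3 SD, set per campaign, cut at about 25% in these data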;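 note: 0% = DMSO with enzyme and 100% = buffer with substrate but no TDP2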
#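 test system = human TDP2 enzyme | input = TDP2 enzyme at 120 nM final | medium = 50 mM Tris-HCl pH 7.5 with Mg2+, KCl, DTT, BSA | also added = T5PNP substrate, 5 mM | times = 2 h at 37 °C | technique = epi absorbance | benchmarks = high control without enzyme, low control DMSO plus TDP2 | replication = each compound tested once, singlicate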
# Tn6 DDE FP: DD(E)-Tn6 binding inhibition, primary FP screen; P02675; Fibrin DD(E) TRITC-Tn6 fluorescence polarization displacement; inhibition, % at 8.3 µM; 370,000 compounds, 0.21% hits;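 active = inhibition above a per-campaign cutoff: mean of compounds within control limits plus 3 SD, cut at about 15% in these data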;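 note: 0% = median of all compound wells on the plate and 100% = blocking peptide control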
# MBD2 DNA inh: MBD2-methylated oligo binding inhibition | TR-FRET, MBD2 binding to methylated oligonucleotide | inhibition, % at 4.4 µM | Q9UBB5 | 370,000 compounds, 0.31% hits; in the data active = inhibition above about 13%
# DDE Tn7 FP inh: inhibitors of Tn7 peptide binding to human fibrin DD(E); P02675; FP displacement of FITC-Tn7 peptide from fibrin DD(E); 0% = median of compound wells per plate; inhibition, % at 8.3 µM; 370,000 compounds, 0.13% hits;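 active = inhibition above the mean of compounds falling within the control limits plus 3 SD of them, cut at about 14% in these data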;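 note: 0% = plate median of compound wells and 100% = 10 µM Aha-Tn7 peptide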
#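 Assay system: Human fibrin DD(E) protein | Medium: Tris buffer with calcium and detergent, pH 7.8 | Reagent: 0.1 µM fluorescent Tn7 | Compound dosing: Single point at 8.3 µM | Times: 10 min preincubation, 3 h with tracer, room temperature | Detection: Fluorescence polarization of the labelled Tn7 tracer | Controls: Aha-Tn7 high control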
# KLK7 zymogen act: activators of human kallikrein-7 zymogen | purified proKLK7, EDANS-DABCYL substrate fluorescence; 100% is mature enzyme control, 0% vehicle | activation, % at 7 µM | 370,000 compounds, 0.9% hits | AID 652039;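 active = activation above the mean of all tested compounds plus 3 SD, computed per campaign excluding outliers beyond control limits, cut at about 13% in these data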
# Target sequence (P49862 whole entry, looked up): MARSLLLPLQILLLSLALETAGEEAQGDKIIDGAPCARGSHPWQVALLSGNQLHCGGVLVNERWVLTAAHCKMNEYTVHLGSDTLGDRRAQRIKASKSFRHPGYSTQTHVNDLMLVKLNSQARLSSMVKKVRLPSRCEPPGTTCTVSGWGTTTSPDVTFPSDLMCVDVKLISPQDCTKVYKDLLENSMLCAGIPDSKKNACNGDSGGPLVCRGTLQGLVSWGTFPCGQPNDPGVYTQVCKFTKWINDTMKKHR
# TCR-CD3 inh: human TCR-CD3 binding inhibition | 360,000 compounds, 0.37% hits | inhibition, % at 9.4 µM | TAMRA-labeled TCR probe fluorescence, biochemical; in the data active = inhibition above about 19%;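 note: recombinant mutant TCR 2C K166C tagged with TAMRA read by polarization; 0% = receptor in buffer alone and 100% = receptor with positive control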
# UHRF1 MBD2 ctr: blocks human UHRF1 binding to methylated DNA; UHRF1 binding to methylated oligo, TR-FRET; 370,000 compounds, 0.75% hits; Q96T88; inhibition, % at 4.4 µM; in the data active = inhibition above about 21%;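 note: UHRF1 SRA domain binding a hemimethylated CpG hairpin DNA probe; 0% = median of test compound wells and 100% = reference inhibitor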
# Target sequence (Q96T88 whole entry, looked up, the tested form may be a part): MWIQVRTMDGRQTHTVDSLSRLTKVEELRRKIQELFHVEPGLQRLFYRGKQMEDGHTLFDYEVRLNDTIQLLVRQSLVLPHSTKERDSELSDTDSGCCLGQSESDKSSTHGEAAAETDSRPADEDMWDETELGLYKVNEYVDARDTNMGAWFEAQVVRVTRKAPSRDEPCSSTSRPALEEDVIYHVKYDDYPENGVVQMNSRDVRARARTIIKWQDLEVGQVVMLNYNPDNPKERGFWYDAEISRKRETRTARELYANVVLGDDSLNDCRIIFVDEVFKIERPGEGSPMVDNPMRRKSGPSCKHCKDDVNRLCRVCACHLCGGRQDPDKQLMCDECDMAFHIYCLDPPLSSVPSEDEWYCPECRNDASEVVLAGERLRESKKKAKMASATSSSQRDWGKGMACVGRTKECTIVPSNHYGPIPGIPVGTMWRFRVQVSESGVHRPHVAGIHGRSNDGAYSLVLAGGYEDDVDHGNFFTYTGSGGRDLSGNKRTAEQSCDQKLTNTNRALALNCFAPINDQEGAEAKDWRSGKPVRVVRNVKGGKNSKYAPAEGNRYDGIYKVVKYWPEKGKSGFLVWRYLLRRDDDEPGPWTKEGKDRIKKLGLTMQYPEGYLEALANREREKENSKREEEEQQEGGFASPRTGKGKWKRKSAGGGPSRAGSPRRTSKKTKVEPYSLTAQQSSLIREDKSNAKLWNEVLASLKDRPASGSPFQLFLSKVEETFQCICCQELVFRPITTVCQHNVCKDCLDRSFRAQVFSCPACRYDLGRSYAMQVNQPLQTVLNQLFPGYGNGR
# LEDGF integ inh: blocks HIV-1 LEDGF/p75-dependent DNA integration. inhibition, % at 3.7 µM. 370,000 compounds, 0.64% hits. TR-FRET IN-LEDGF/p75 DNA integration, Eu/Cy5;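 active = inhibition above the screen-wide mean plus 3 SD, cut at about 13% in these data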;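 note: signal is the Cy5 over europium emission ratio at 671 and 618 nm; 0% = plate median of compound wells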
# PRMT1 inh: inhibitors of human PRMT1 | 370,000 compounds, 1.3% hits | inhibition, % at 2.79 µM | AID 652257 | Q99873 | recombinant PRMT1, activity-based probe fluorescence polarization;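 active = inhibition above about 21% made by adding two undisclosed values, limit read from the data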
# SIAE inh: blocks human sialic acid acetylesterase; 370,000 compounds, 0.69% hits; inhibition, % at 9.66 µM; SIAE FP-Rh probe binding, fluorescence polarization; Q9HAT2;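 active = inhibition above a cutoff: mean of compounds within the control limits plus 3 SD of those, cut at about 17% in these data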;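 note: 0% = plate median of compound wells and 100% = probe without SIAE protein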
# An asterisk follows results filed as active; x = no result given.
nr	SMILES	TDP2 absorb	LEDGF integ inh	TCR-CD3 inh	Tn6 DDE FP	KLK7 zymogen act	MBD2 DNA inh	DDE Tn7 FP inh	SIAE inh	PRMT1 inh	UHRF1 MBD2 ctr
1	CCOC(=O)CCCNC(=O)COC(=O)/C=C/c1ccc2c(c1)OCO2	-6	-3	-12	8	1.9	1	-2	-3	-1	-1
2	CCOc1ccc(Nc2c3c(nc4ncnn24)CC(C)CC3)cc1 (stereo unspecified)	-9	-1	-2	4	0.0	3	-8	-1	0	-2
3	CCOC(=O)c1sc2ncn(/N=C/c3ccc(O)c(OC)c3)c(=O)c2c1C	5	0	3	2	0.3	2	3	7	2	-1
4	CCOC(=O)CCNC(=O)c1ccccc1Br	-6	1	-5	1	-0.3	1	-3	2	2	1
5	COc1ccc(-c2nc(-c3ccccc3)c(-c3cccs3)[nH]2)cc1OC	-3	0	2	-8	-6.2	-1	3	14	0	4
6	O=C(CSc1nnnn1-c1ccc(O)cc1)c1cc2ccccc2o1	-8	-1	-12	1	-0.7	2	-1	-15	7	-1
7	COc1ccc(Oc2ccccc2C#N)cc1	3	2	3	3	0.0	3	3	3	-3	0
8	CCn1cc(CNCc2cn[nH]c2-c2cc3ccccc3o2)cn1	-5	-3	-9	1	0.2	4	1	-8	0	-2
9	COc1c(C(=O)Nc2c(C)n(C)n(-c3ccccc3)c2=O)ccc2ccccc12	-4	2	4	-5	0.6	1	7	-1	0	-2
10	CC(C)c1ccc(/C=N/n2cnnc2)cc1	2	-2	0	4	-0.5	1	1	1	2	0
11	COc1ccc2c(c1OC)C(=O)OC2C/C(=N\NC(N)=O)c1ccccc1 (stereo unspecified)	-4	-5	2	-13	0.6	-1	3	-3	4	3
12	COc1cc2c(cc1OC)C(C)N(C(=O)c1nccnc1C(=O)O)CC2 (stereo unspecified)	9	-2	4	5	0.9	-4	9	0	1	-2
13	Cc1nnc(SCc2nnc(-c3cccs3)o2)n1Cc1ccccc1	3	-4	2	-2	0.2	-2	9	5	-4	-3
14	O=C(COc1ccc(Br)cc1CO)Nc1ccc(F)cc1	-5	2	-2	-3	0.0	5	6	-1	2	1
15	CCO/C(C)=C1\C(=O)Nc2ccccc21	4	-1	0	-4	0.2	-4	-6	-1	-1	-3
16	CN(C(=S)NC(=O)C1CC1)c1ccc(O)cc1	2	7	0	-4	0.2	2	2	3	17	1
17	Cc1ccc(S(N)(=O)=O)cc1NC(=O)c1ccc2c3c(cccc13)CC2	0	2	3	-4	0.1	2	-13	5	2	-2
18	C=CCc1cccc2cc(C(=O)NC3=C(C#N)CCC3)c(=O)oc12	3	-2	4	2	-0.1	0	-9	2	-3	-2
19	CC(C)CCN1CCC(CN2C(=O)C(=O)NC[C@@H]2Cc2ccccc2)CC1	0	-4	-9	7	-0.3	5	-2	1	3	16
20	O=C(CC(Sc1ccccc1)c1cccs1)c1ccco1 (stereo unspecified)	-4	0	-3	-6	7.7	-1	-4	-5	80*	-2
21	COc1ccc(C2=NOC(C(=O)Nc3cccnc3)C2)cc1OC (stereo unspecified)	15	-5	-6	-1	0.1	-1	0	0	1	1
22	Cc1nn(CC(=O)Nc2c(F)c(F)cc(F)c2F)c(=O)c2cccn12	-7	-5	-4	-3	-0.5	-2	5	0	3	2
23	Cc1[nH]n(-c2ccccc2)c(=O)c1N=Nc1ccc(F)cc1	-3	-1	0	-11	0.0	6	0	3	1	3
24	Cc1ccc(NC(=O)COC(=O)Cc2cccs2)cc1S(=O)(=O)N1CCOCC1	11	2	10	2	0.4	3	6	2	-1	-2
25	CCOC(=O)c1sc(NC(=O)c2c(C)nn(Cc3ccccc3)c2C)cc1C	-10	-2	7	-5	1.8	-1	0	-8	0	-5
26	CCC(=O)N(Cc1ccc2c(c1)OCO2)Cc1cc2cc(OC)ccc2[nH]c1=O	-4	0	3	2	0.1	-4	8	0	-2	4
27	COc1ccc(CNC(=O)CN2C(=O)c3ccccc3S2(=O)=O)cc1	3	0	-3	0	-0.2	4	11	6	-1	0
28	CCCC(=O)N1CCC1(C)C(=O)Nc1ccccc1C(C)(C)C (stereo unspecified)	6	1	6	1	-0.3	-10	-1	3	-6	1
29	CCCC12CN3CC(C)(CN(C1)C3c1cccs1)C2=O (stereo unspecified)	7	2	-8	0	0.1	-2	4	11	1	1
30	C/C(=N\NC(=O)C(=O)Nc1cccc(C(F)(F)F)c1)c1ccc(Cl)s1	1	-2	-2	-3	-0.1	4	-2	-6	2	-1
31	O=C(Cc1ccc2c(c1)OCCO2)Nc1ccc(Cl)c(S(=O)(=O)N2CCOCC2)c1	-4	-2	6	-4	-0.9	-3	5	-1	-1	-1
32	O=C(OCC(=O)N1CCc2ccccc21)[C@@H]1CC(O)CN1S(=O)(=O)c1ccc(Cl)cc1 (stereo partly specified)	-9	-1	-9	-6	-0.1	-2	-5	1	2	1
33	CC(=O)Nc1ccc(S(=O)(=O)N2CCN(Cc3cccc([N+](=O)[O-])c3)CC2)cc1	2	8	1	-1	0.1	-9	-11	0	1	0
34	Nc1nc(SCc2ccccc2)n[nH]1	-12	5	-17	0	1.1	-7	12	10	-6	1
35	CC(=O)Nc1ccc(S(=O)(=O)NCc2ccc(C(=O)NCCCN3CCC(C)CC3)cc2)cc1	-7	-2	1	-7	0.0	5	-3	-6	0	0
36	CC1(c2nnc(-c3cccc(Cl)c3)o2)CC(c2ccc(F)cc2)=NO1 (stereo unspecified)	-15	0	-4	-2	0.2	-4	9	-8	0	0
37	Cc1ccc(NC(=O)CSc2ccccc2)cc1S(=O)(=O)N1CCCCC1	-17	2	-2	8	0.4	-5	-1	-5	-6	1
38	CCCCNC(=O)O[C@@H]1C[C@H]2CCC(=O)N3CC[C@@H](C1)[C@@H]23	1	3	5	-1	0.3	5	-7	3	-2	-3
39	CCCCCCN(C(=O)CCCCCN1C(=O)NC(c2ccc(C3CCCCC3)cc2)C(C(=O)OCc2ccccc2)=C1C)C(C(=O)NCCCC)c1ccc(OCC(=O)OC)c(C(=O)OC)c1 (stereo unspecified)	11	-5	-2	6	0.7	1	-2	-1	2	1
40	COc1ccc(C(=O)Nc2ncccc2C)cc1S(=O)(=O)N1CCOCC1	-14	1	9	-4	0.2	0	0	-2	1	-3
41	O=C1c2ccccc2C(=O)N1CN(C(=O)COc1ccccc1)c1ccccc1	1	-1	-5	3	-0.5	3	8	8	-1	1
42	Cc1ccc(N(CC(=O)Nc2ccc(-c3nc4ccc(C)cc4s3)cc2)S(C)(=O)=O)cc1	11	1	-1	0	4.9	-2	-6	-4	0	0
43	Cc1c(C(=O)NCc2cccs2)oc2ccc(Br)cc12	-11	0	-5	-7	0.1	-1	-2	-1	4	1
44	COc1ccccc1N(CC(N)=O)S(=O)(=O)c1ccc(C)cc1	-13	6	3	0	-0.3	-5	-6	4	2	10
45	O=C(CSC1=NC(=O)C(c2ccccc2)C(=O)N1)Nc1ccccc1[N+](=O)[O-] (stereo unspecified)	1	3	2	2	0.5	-3	-4	5	4	0
46	CCCCN(CC)c1nc(-c2ccncc2)nc2ccccc12	6	-1	2	9	-0.8	-3	8	-2	1	-2
47	O=S(=O)(CC1NCc2ccccc21)NCCc1ccccc1 (stereo unspecified)	0	2	x	2	-0.2	-4	-3	-3	-1	-9
48	Oc1c(Br)cc(Br)cc1CNc1ccccn1	-3	-1	1	0	-0.3	4	6	3	1	10
49	COc1ccc(C)cc1NC(=O)COC(=O)C1COc2ccccc2O1 (stereo unspecified)	-4	1	3	1	0.1	-1	-8	-4	3	-1
50	Cc1cc(C)n(-c2ccc(C(=O)Nc3nnc(C)s3)cc2)n1	3	-1	3	2	0.1	-3	-3	0	2	0

# Carrying on:
nr	SMILES	TDP2 absorb	LEDGF integ inh	TCR-CD3 inh	Tn6 DDE FP	KLK7 zymogen act	MBD2 DNA inh	DDE Tn7 FP inh	SIAE inh	PRMT1 inh	UHRF1 MBD2 ctr
51	CC(C)(C)OC(=O)N1CCC(C(N)=O)CC1	-8	-2	0	3	0.8	-1	-2	1	0	2
52	COc1ccc(OC)c(S(=O)(=O)N2c3ccccc3CC2C)c1 (stereo unspecified)	13	0	5	4	-0.3	-1	-3	2	-1	0
53	COc1cccc(/C=C/C(=O)OCC(=O)Nc2ccc3[nH]c(=O)[nH]c3c2)c1OC	7	1	-2	-5	0.4	-4	-1	5	2	1
54	Cc1cccc(Cn2cc(CN3CC(N(C)CCCOC(=O)c4cc5ccccc5o4)CS3(=O)=O)nn2)c1 (stereo unspecified)	5	3	x	-12	0.6	0	0	3	0	12
55	Cc1cccc(N2CCCC2=Nc2ccc(Br)cc2C#N)c1	1	1	4	-7	-1.6	0	-3	-3	-3	-2
56	COc1cc(C(=O)OCC(=O)Nc2ccc(OC(F)F)cc2)cc(OC)c1OC	-19	1	0	-2	0.1	-6	-7	3	-7	-1
57	O=C(Nc1ccccc1)[C@@H]1CC=C[C@@H]2CCN(Cc3ccc(Cl)c(Cl)c3)C(=O)[C@@H]21	-3	0	-1	5	0.8	11	9	-8	4	4
58	Nc1c(Cl)c(Cl)nc(C(=O)OCC(=O)N2CCCC2=O)c1Cl	13	3	4	11	-0.7	2	-2	-1	-2	2
59	Cc1ccnc(NC(=O)CCC(=O)c2cccs2)c1	-7	-2	-7	-5	-0.5	-4	-6	5	7	4
60	O=C(CNC(=O)c1ccc(Cl)cc1)OCCN1C(=O)c2ccccc2C1=O	3	1	-1	0	0.3	3	-2	7	-3	-3

# Gathered by group, the entries above with a tert-butyl group
nr	SMILES	TDP2 absorb	LEDGF integ inh	TCR-CD3 inh	Tn6 DDE FP	KLK7 zymogen act	MBD2 DNA inh	DDE Tn7 FP inh	SIAE inh	PRMT1 inh	UHRF1 MBD2 ctr
28	CCCC(=O)N1CCC1(C)C(=O)Nc1ccccc1C(C)(C)C (stereo unspecified)	6	1	6	1	-0.3	-10	-1	3	-6	1
51	CC(C)(C)OC(=O)N1CCC(C(N)=O)CC1	-8	-2	0	3	0.8	-1	-2	1	0	2

# Going on with the list.
nr	SMILES	TDP2 absorb	LEDGF integ inh	TCR-CD3 inh	Tn6 DDE FP	KLK7 zymogen act	MBD2 DNA inh	DDE Tn7 FP inh	SIAE inh	PRMT1 inh	UHRF1 MBD2 ctr
61	Cc1cc(F)ccc1NCC(=O)Nc1ccc(Br)cc1C	-5	0	12	5	0.0	-3	-1	6	1	-3
62	CC(C)C[C@H]1COc2cc(Br)ccc2S(=O)(=O)N1Cc1cn(Cc2ccc(Cl)cc2)nn1	0	4	x	4	0.4	-1	-6	-6	-1	-2
63	Cc1noc(C)c1COC(=O)c1ccc2c(c1)OCCO2	12	-2	0	0	0.1	-1	0	7	-3	-3
64	Cn1nc(-c2ccc(Cl)cc2)c2cc(C(=O)N3CCOCC3)sc21	7	-3	3	-1	-1.2	3	3	1	6	-2
